Assay outcomes as filed in PubChem BioAssay.
p53null 32C kill – selectivity test: cytotoxicity in p53 null cells, permissive temperature; H1299-neo p53 null cells, ATP luminescence, 24 h, 32C; Potency, µM (titrated, usually from 46.1 µM), inactives show at the top dose activity change, negative = cytotoxicity, usual class: cytotoxic; 55,000 tested, 0.62% active; AID 903;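 also: 0% = DMSO only and -100% = full killing by 100 µM tamoxifen; nearly all actives have a fitted effect of over 55% in size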
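We seeded p53-null H1299-neo cells, incubated them overnight at 37C, and added compounds across a range up to 46 uM. After 24 hours at 32C, ATP reagent was applied for 20 min at room temperature and luminescence recorded.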
p53null 39C tox – selectivity test: cytotoxicity in p53 null cells, nonpermissive temperature; H1299 p53-null (neo) cells, 39C, ATPlite viability, 24 h; Potency, µM (series often up to 46.1 µM), inactives show at the top dose activity, negative = cell killing, usual class: cytotoxic; 55,000 tested, 0.97% active; AID 904;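 also: 0% = DMSO only and -100% = full killing by 100 µM tamoxifen; nearly all actives have a fitted effect of over 50% in size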
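Temperature-shift cytotoxicity format: compound titrations on p53-null or A138V-expressing H1299 cells held 24 hr at 39C, cell ATP then measured, AC50 from Hill model.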
The depositor's hits bear a star; ? = inconclusive; nt = not tested or not shown; [ ] = another dose, or the depositor's remark. Calls follow the shape of the dose curve; as a rule, active = well fitted cell-killing curve with a large enough effect; inconclusive = small, poorly fitted or top-dose-only effect; inactive = no such curve, though single readings can be large or run the other way. Potency is read from the fitted curve at half-maximal effect. A portion of the library; the hit share may differ from the screen's.

SMILES	p53null 32C kill	p53null 39C tox
COc1ccc2nc(SCc3ccccc3)nc(C)c2c1	-20%	nt
Cc1c(NC(=O)C(=O)/C=C(/O)c2ccccc2)c(=O)n(-c2ccccc2)n1C	7%	nt
O=C(/C=C/c1ccco1)NC(=S)Nc1cc(-c2nc3ccccc3s2)ccc1Cl	-10%	nt
COc1ccccc1NC(=O)CSCc1nc2ccccc2[nH]1	7%	nt
O=C(CC(Nc1cccc(Cl)c1Cl)C(=O)OCC(=O)c1cccs1)c1ccccc1 (stereo not given)	2%	nt
C=CCN1C(=O)/C(=C/c2cccs2)S/C1=N\S(=O)(=O)c1ccc(F)cc1	-12%	nt
COc1cccc(C2=Nc3cccc4cccc(c34)N2)c1	-5%	nt
O=C(/C=C/c1ccccc1)Nc1nnc(SCC(=O)c2ccc3ccccc3c2)s1	10%	nt
CC1(C)Cc2c(c(-c3ccco3)nc3sc4c(NCC5CCCO5)ncnc4c23)CO1 (stereo not given)	11%	nt
COCCCNC(=O)/C(C#N)=C/c1cccc(NC(=O)c2ccccc2Cl)c1	-19%	nt
CCCCCCCC(=O)NNC(=O)CC(=O)Nc1ccccc1C(=O)O	-26%	nt
Cc1sc(NC(=O)c2cc(-c3ccccc3)nc3ccccc23)c(C(N)=O)c1C	-29%	nt
Cc1ccc(NC(=O)c2ccc(NCc3ccco3)c([N+](=O)[O-])c2)cc1Cl	-19%	nt
CNC(=S)N1N=C(c2ccccc2)CC1c1ccc(OC)c(OC)c1 (stereo not given)	-2%	nt
CCOC(=O)C(NC(=O)NCc1ccc(OC)cc1)(OCC)C(F)(F)F (stereo not given)	-10%	nt

Overlap with the part before: two compounds, followed by the next part.
SMILES	p53null 32C kill	p53null 39C tox
CNC(=S)N1N=C(c2ccccc2)CC1c1ccc(OC)c(OC)c1 (stereo not given)	-2%	nt
CCOC(=O)C(NC(=O)NCc1ccc(OC)cc1)(OCC)C(F)(F)F (stereo not given)	-10%	nt
Cc1ccc(C(=O)NCC(=O)Nc2ccccc2C(F)(F)F)cc1	1%	nt
COC(=O)c1ccc(NC(=S)N2CCC(C(N)=O)CC2)cc1	-3%	nt
O=C(NC(Cc1ccccc1)C(=O)O)/C(=C/c1ccccc1)NC(=O)c1ccccc1 (stereo not given)	-7%	nt
O=C(Nc1ccccc1)Nc1nc(-c2ccc(Cl)cc2)cs1	-16%	nt
CCc1ccc(OCC(=O)NC(NC(=S)Nc2ccccc2C)C(Cl)(Cl)Cl)cc1 (stereo not given)	?	nt
O=c1cc(-c2ccc3c(c2)OCCO3)oc2ccc(Cl)cc12	?	nt
Cc1ccc(-c2cc(C(=O)N(C)Cc3cnn(C)c3C)c3cc(Br)ccc3n2)cc1	-29%	nt
COc1ccc2oc3cc(C)[n+]([O-])c(-c4ccc(Br)cc4)c3c2c1	1%	nt
COC(=O)c1sccc1NC(=O)COc1ccc(Cl)cc1Cl	-5%	nt
Cc1ccc(C)c(N2CCN(c3cnn(-c4nc5ccccc5s4)c(=O)c3Cl)CC2)c1	?	nt
CC(C)CC(NC(=O)c1cccs1)c1nnc(SCc2ccc(Cl)c(Cl)c2)n1C (stereo not given)	-4%	nt
C(=N\Nc1nc2ccccc2s1)/c1ccc2c(c1)OCO2	?	nt
O=C(C1=NN[C@@H]2C(=O)N(c3cccc(F)c3)C(=O)[C@H]12)C(c1ccccc1)c1ccccc1	-18%	nt
CCOc1ccc(-c2c(=O)n(OCc3ccc([N+](=O)[O-])cc3)c3ccccc3[n+]2[O-])cc1	24%	nt
O=C(CN1CCN(c2ccccc2Cl)CC1)NC1CCCc2ccccc21 (stereo not given)	5%	nt
Cc1ccc(C)c(NC(=O)C(OC(=O)c2ccc(C)s2)c2ccccc2)c1 (stereo not given)	-22%	nt
COc1ccccc1N1CCN(C(=O)CSc2nnc3c4ccccc4nc(Cc4ccccc4)n23)CC1	2%	nt
COc1ccc(CCNC(=O)CSc2nn(-c3ccccc3)c(=S)s2)cc1OC	-22%	nt
Cc1sc(NC(=O)/C=C/c2ccc3c(c2)OCO3)nc1-c1ccccc1	25%	nt
OC(COCC(F)(F)C(F)(F)C(F)(F)C(F)F)Cn1c2ccc(Cl)cc2c2cc(Cl)ccc21 (stereo not given)	?	nt
COc1ccc(N=Cc2cccc(C)c2O)cc1Cl	-17%	nt
Cc1nc2c(cc1C(=O)N/N=C/c1ccc([N+](=O)[O-])cc1)c(=O)n(C)c(=O)n2C	-13%	nt
COc1ccc(OC)c(NC(=O)c2ccc3c(=O)n(CCc4ccccc4)c(=S)[nH]c3c2)c1	-6%	nt
S=C(Nc1cccc(Cl)c1)Nc1cccc2cnccc12	6%	nt
Cc1ccc(C(=O)O/N=C(\N)c2nonc2N)cc1	4%	nt
CC(C)(C)c1ccc(C(=O)NCC(=O)OCc2ccc([N+](=O)[O-])cc2)cc1	-16%	nt
COc1ccccc1C(=O)/C=C/c1ccc(N2CCCCC2)c([N+](=O)[O-])c1	?	nt
COc1ccc(CNc2nc(-c3ccccc3)nn2C(=O)c2ccc([N+](=O)[O-])cc2)cc1	-7%	nt
O=C(Oc1ccc(Cl)cc1)c1ccc(N2CCOCC2)c([N+](=O)[O-])c1	-28%	nt
C=CCOc1nc2c(c(=O)n(C)c(=O)n2C)n1Cc1ccc(Cl)cc1	-12%	nt
COc1ccc(CCN2C(=O)CC(NNC(=O)c3ccc(F)cc3)C2=O)cc1OC (stereo not given)	-11%	nt
O=C(N/N=C/c1ccc(OC(=O)c2ccc3c(c2)OCO3)cc1)c1cncc(Br)c1	1%	nt
O=C(CSc1nnc(-c2ccccc2)n1-c1ccc(Cl)cc1)NC1CCS(=O)(=O)C1 (stereo not given)	-23%	nt
O=C(NNC(=S)Nc1ccc(Br)cc1Cl)c1ccncc1	-6%	nt
CCCOc1ccc(-c2c(=O)n(OCc3ccc([N+](=O)[O-])cc3)c3ccccc3[n+]2[O-])cc1	-18%	nt
CN1CCN(C(=S)c2ccc([N+](=O)[O-])cc2)CC1	-12%	nt
COc1ccc(/C=N/Nc2nncc3ccccc23)cc1	4.5µM*	nt
CCN(CC(=O)NCc1ccc(F)cc1)C(=O)COc1ccc2ccccc2c1	-10%	nt
COC(=O)C1=C(NC(C)=O)CCS1	0%	nt
COc1ccc(OC)c(NC(=O)CSc2nc3ccccc3c3nc4ccccc4n23)c1	-3%	nt
CCOC(=O)c1c(-c2ccccc2)csc1NC(=O)c1cc2ccccc2oc1=O	-8%	nt
Cc1cccc(NC(=S)Nc2ccc(Oc3ccccc3)cc2)n1	-6%	nt
Cc1ccc(SCCC(=O)Nc2ccc(Br)c(C)c2)cc1	11%	nt
COC(=O)c1c(NC(=O)CN(c2ccc(C)c(C)c2)S(C)(=O)=O)sc2c1CCCC2	8%	nt
CCOC(=O)C(Cc1ccccc1)C(=O)Nc1cccc2ccccc12 (stereo not given)	-5%	nt
CC(=O)c1ccc(NC(=S)N2CCN(CCN3C(=O)c4cccc5cccc(c45)C3=O)CC2)cc1	-3%	nt
O=[N+]([O-])c1cccc(C(=Nc2ccccc2)NO)c1	-4%	nt
COc1ccc(/C=c2/sc3nc(-c4ccccc4)c(-c4ccccc4)n3c2=O)cc1	-20%	nt
Cc1ccc(/C=C2/NC(=O)N(Cc3ccccc3F)C2=O)o1	14%	nt
Cc1ccc(-c2nnc(NCc3nc4ccccc4[nH]3)c3ccccc23)cc1S(=O)(=O)N1CCCCC1	7%	nt
COc1ccc(C(=O)NCc2ccccc2)cc1Br	5%	nt
COc1cc([N+](=O)[O-])ccc1NC(=S)Nc1cc(C(=O)OC(C)C)cc(C(=O)OC(C)C)c1	-4%	nt
Cc1ccc(S(=O)(=O)Nc2ccc(NC(=O)Nc3cccc(C(F)(F)F)c3)cc2)cc1	-16%	nt
Cc1cccc(Nc2nnc(SCC(=O)Nc3ccccc3[N+](=O)[O-])s2)c1	-23%	nt
Cc1cccc(OCc2nc3c4c(ncn3n2)-c2ccccc2CC42CCCC2)c1	-14%	nt
COc1ccc2nc(SCc3cccc(C)c3)nc(C)c2c1	65%[activator]	nt
Cc1c(Nc2nc(-c3ccc(Cl)cc3)cs2)c(=O)n(-c2ccccc2)n1C	2%	nt
Cc1cccc(NCc2ccccc2OCc2ccccc2F)c1	-16%	nt
CC(=O)Nc1cccc(-c2csc(Nc3ccc(C)cn3)n2)c1	11µM*	nt
Cn1cnnc1Sc1cc(N2CCN(S(=O)(=O)c3ccc4ccccc4c3)CC2)ccc1[N+](=O)[O-]	-2%	nt

Later entries.
SMILES	p53null 32C kill	p53null 39C tox
CCOC(=O)c1cnc2c(C)c(C)ccc2c1Nc1ccc(S(=O)(=O)Nc2ncccn2)cc1	-6%	nt
Cc1cc(C)c2c(c1)cc(C)c1nnc(SCC(=O)Nc3ccccc3N3CCOCC3)n12	-12%	nt
CC(C)CNC(=O)c1cccc(NC(=O)CSc2ccccc2)c1	0%	nt
S=C(NCCc1ccccc1)N/N=C/c1c(Cl)cccc1Cl	5%	nt
Cc1ccc(NC(=O)c2cccc(NC(=O)/C=C/c3ccco3)c2)cc1C	?	nt
CC1CN(C(=O)C(Sc2ccccc2)c2ccccc2)CC(C)O1 (stereo not given)	8%	nt
CS(=O)(=O)N(CC(=O)Nc1ccc(F)c(F)c1)c1cccc([N+](=O)[O-])c1	-20%	nt
CCCc1nc2c(c(=O)c3ccccc3n2C)c(=O)n1C1CCCCCC1	-17%	nt
Cc1cc(C)c2c(c1)cc(C)c1nnc(SCC(=O)N3CCCc4ccccc43)n12	-3%	nt
O=C(COc1ccc(S(=O)(=O)Nc2ccccc2)cc1)NCc1cccnc1	11%	nt
COc1cc(C(=O)NCc2ccc(-c3nc4ccccc4s3)cc2)cc(OC)c1OC	-3%	nt
Clc1ccccc1-c1nc2ccccc2c2nc3ccccc3n12	-17%	nt
COc1cc(/C=N/NC(=O)c2nc(-c3ccccc3)n(-c3ccccc3)n2)ccc1O	-13%	nt
COc1cc(NC(=S)NCc2ccco2)cc(OC)c1OC	-7%	nt
Cc1ccc(C(=O)c2cc([N+](=O)[O-])ccc2N2CC(C)OC(C)C2)cc1 (stereo not given)	-15%	nt

Copied from the list:
`S=C(NCCc1ccccc1)N/N=C/c1c(Cl)cccc1Cl` – p53null 32C kill = 5%
`O=C(COc1ccc(S(=O)(=O)Nc2ccccc2)cc1)NCc1cccnc1` – p53null 32C kill = 11%
`CS(=O)(=O)N(CC(=O)Nc1ccc(F)c(F)c1)c1cccc([N+](=O)[O-])c1` – p53null 32C kill = -20%

Next part.
SMILES	p53null 32C kill	p53null 39C tox
COc1ccc(/C=C/C(=O)Nc2ccc(OC)cc2[N+](=O)[O-])cc1	-8%	nt
COC(=O)CC1C(=O)NCCN1C(=S)NC(=O)C(c1ccccc1)c1ccccc1 (stereo not given)	-2%	nt
CCOC(=O)Cc1c(Sc2ccccc2)c2cc(C)ccc2n1C	-2%	nt
CN(C)c1ccc(N=Cc2nc(-c3ccccc3)oc2OC(=O)c2cccc(Cl)c2)cc1	?	nt
COc1ccc(CCNC(=O)CC2SC(=NCCC(C)C)NC2=O)cc1OC (stereo not given)	-3%	nt
O=C(NCC1OCCc2ccccc21)c1ccc(NC(=O)c2ccc(Cl)cc2Cl)cc1 (stereo not given)	1%	nt
Cc1ccc(C)c(N2CCN(C(=O)c3csc4ccccc34)CC2)c1	27%	nt
CC(CC(=O)NCC1CCCO1)c1ccccc1 (stereo not given)	-3%	nt
CCOC(=O)c1c(-c2ccc(OC)cc2)csc1NC(=O)COc1ccc2c(C)cc(=O)oc2c1	11%	nt
COc1ccc(CCN2C(=O)NC(NC(C)=O)(C(F)(F)F)C2=O)cc1OC (stereo not given)	-4%	nt
O=C(COc1ccccc1)NCC(=O)N/N=C/C=C/c1ccccc1	-10%	nt
CC(C)(C)C(=O)NC(=S)NNC(=O)c1sc2ccccc2c1Cl	-1%	nt
CCc1sc(N)nc1-c1ccccc1	1%	nt
N#CCCNC(=O)Cn1c(COc2ccc(Cl)cc2)nc2ccccc21	-21%	nt
CCC(CC)NC(=O)CON=C1c2ccccc2-c2ccccc21	-16%	nt
Cc1ccc(-n2c(SCC(=O)N3CC(=O)Nc4ccccc43)nc3ccccc3c2=O)cc1C	-7%	nt
CCn1c(SCC(=O)N2c3ccccc3CCc3ccccc32)nnc1-c1ccc(OC)cc1	-21%	nt
O=C(COC(=O)CCCSc1nc2ccccc2[nH]1)Nc1ccc(Cl)cc1	-3%	nt
CC(C)c1ccc(NC(=O)COC(=O)[C@H](CCC(N)=O)NC(=O)c2ccc(F)cc2)cc1	-5%	nt
COc1cccc(/C=C2\SC(=O)N(CCC(=O)NNC(=O)c3cccc(Cl)c3)C2=O)c1	5%	nt
NC(CC(=O)O)c1ccc(Br)cc1 (stereo not given)	-6%	nt
CCC(=O)NC(=S)Nc1ccc(NC(=O)c2ccc(OC)cc2)cc1	4%	nt
Cn1c(NC(=O)/C=C/c2ccccc2)cc(=O)n(C)c1=O	-24%	nt
COc1ccc(C2(C(=O)Nc3ccc(S(=O)(=O)Nc4nc(C)cc(C)n4)cc3)CCCC2)cc1OC	nt	?
Cc1cc(Br)ccc1NC(=S)Nc1cccc([N+](=O)[O-])c1	nt	14%

A draw from above in order of formula weight, largest number first:
SMILES	p53null 32C kill	p53null 39C tox
Cc1ccc(-n2c(SCC(=O)N3CC(=O)Nc4ccccc43)nc3ccccc3c2=O)cc1C	-7%	nt
COc1cccc(/C=C2\SC(=O)N(CCC(=O)NNC(=O)c3cccc(Cl)c3)C2=O)c1	5%	nt
CCC(=O)NC(=S)Nc1ccc(NC(=O)c2ccc(OC)cc2)cc1	4%	nt
Cn1c(NC(=O)/C=C/c2ccccc2)cc(=O)n(C)c1=O	-24%	nt
